# aGal spleen mod: inhibits or activates alpha-galactosidase in human spleen homogenate; P06280; human spleen homogenate, 4MU-alpha-Gal fluorescence, 40 min; AID 2107; Potency, µM (highest dose often 80 µM), inactives show top-dose activity change, negative = inhibition, hits mostly inhibitors; 0.008% of 240,000 active;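 further: 0% = enzyme with vehicle and -100% = no enzyme basal signal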
# Target sequence (P06280 32-429 limits assumed): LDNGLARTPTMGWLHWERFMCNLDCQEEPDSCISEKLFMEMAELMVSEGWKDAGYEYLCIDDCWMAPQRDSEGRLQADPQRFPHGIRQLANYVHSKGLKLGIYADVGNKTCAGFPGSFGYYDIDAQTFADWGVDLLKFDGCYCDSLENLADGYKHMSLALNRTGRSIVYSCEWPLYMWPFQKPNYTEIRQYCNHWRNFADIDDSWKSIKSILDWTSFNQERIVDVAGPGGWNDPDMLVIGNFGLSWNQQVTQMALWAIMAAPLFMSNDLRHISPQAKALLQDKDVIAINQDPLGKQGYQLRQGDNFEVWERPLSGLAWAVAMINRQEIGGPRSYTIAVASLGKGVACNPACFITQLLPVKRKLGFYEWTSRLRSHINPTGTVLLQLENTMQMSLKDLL
#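 qHTS titration in buffer at pH 5.0. Alpha-galactosidase activity in spleen homogenate was measured via 4-methylumbelliferone release from 1 mM fluorogenic substrate after 40 min at 37C and a pH 10 stop. AC50 came from Hill fits of control-normalized data.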
# L3MBTL1 inh: inhibitors of human L3MBTL1. AlphaScreen L3MBTL1–H3K9me1 peptide binding. Potency, µM (titrated, usually from 57.1 µM), without a hit: at the top dose activity, negative = inhibition, actives largely listed as inhibitors. 0.66% of 230,000 active. AID 485360; further: nearly all actives have a fitted effect of over 60% in size
#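 L3MBTL1 (50 nM) pre-complexed 30 min with biotinylated H3(1-15)K9me1 peptide (75 nM), then compounds added for 30 min at room temperature; AlphaScreen streptavidin donor/nickel chelate acceptor beads (10 ug/mL final) read after 30 min dark incubation.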
# TRb-SRC2 inh: TRbeta-SRC2 interaction inhibition | 0.065% of 280,000 active | TRbeta-SRC2 peptide binding, fluorescence polarization; receptor liganded with 1 µM T3 | Potency, µM (highest dose often 106 µM), without a hit: at the highest dose activity change, negative = inhibition, usual class: inhibitors | AID 1469;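 further: plate controls were bound peptide for no effect and peptide without receptor for full effect; nearly all actives have a fitted effect of over 50% in size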
#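 Fluorescence polarization of 20 nM Texas Red SRC2 peptide (20-aa NR interaction domain) bound to 0.6 uM human TRb ligand-binding domain, with 1 uM T3, after 5 hr at ambient temperature; inhibition seen as decreased polarization.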
# Tau fluor counter: counter-screen for tau fibril formation inhibitors | Potency, µM (doses to about 57.7 µM), for inactives: top-dose activity change, negative = decrease | tau K18 P301L Alexa594 fluorescence, heparin fibrillization | 0.93% of 280,000 active; further: nearly all actives have a fitted effect of over 55% in size
#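 Human tau K18 P301L (15 uM unlabeled, 0.24 uM Alexa 594-labeled) in 100 mM sodium acetate pH 7 with 20 uM heparin, 6 hr at 37 C. ThT 30 uM added, 1 hr ambient; Alexa 594 FP and total fluorescence read at 555/632 nm.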
# ALDH1A1 inh: blocks purified human ALDH1A1 activity; P00352; 7.3% of 220,000 active; Potency, µM (highest dose often 75.3 µM), for inactives: at the top dose activity, negative = inhibition, usual class: inhibitors; Purified ALDH1A1, NADH fluorescence, propionaldehyde substrate; active means well fitted inhibition curve with a large enough effect, not every such curve was filed as active; inconclusive means small, poorly fitted or top-dose-only effect, or another doubt; inactive means no such curve, though single readings can be large or run the other way;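 further: plate controls were no enzyme wells and a reference inhibitor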
# Target sequence (P00352 whole entry, looked up): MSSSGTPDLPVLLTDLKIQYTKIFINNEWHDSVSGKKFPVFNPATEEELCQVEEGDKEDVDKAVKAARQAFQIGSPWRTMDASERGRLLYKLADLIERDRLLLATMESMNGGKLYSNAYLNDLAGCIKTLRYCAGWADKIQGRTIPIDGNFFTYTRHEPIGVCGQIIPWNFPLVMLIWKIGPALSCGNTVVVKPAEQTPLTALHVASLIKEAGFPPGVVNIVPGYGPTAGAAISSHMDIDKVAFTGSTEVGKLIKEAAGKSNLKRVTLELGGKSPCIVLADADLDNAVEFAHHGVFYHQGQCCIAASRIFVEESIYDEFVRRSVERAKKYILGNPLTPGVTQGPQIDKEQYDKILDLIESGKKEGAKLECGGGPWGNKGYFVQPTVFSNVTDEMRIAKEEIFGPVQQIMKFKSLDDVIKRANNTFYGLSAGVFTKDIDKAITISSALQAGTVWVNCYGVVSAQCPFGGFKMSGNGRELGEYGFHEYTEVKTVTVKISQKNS
# Tau fibril ThT: tau fibrillization inhibition (ThT binding); AID 1460; Potency, µM (titrated, usually from 57.4 µM), without a hit: top-dose activity, negative = inhibition, actives largely listed as inhibitors; recombinant tau K18 P301L (four-repeat tau fragment), heparin-induced fibrillization, ThT fluorescence; 2.1% of 270,000 active; P10636; further: nearly all actives have a fitted effect of over 55% in size
# Target sequence (P10636 561-689 P618L limits assumed): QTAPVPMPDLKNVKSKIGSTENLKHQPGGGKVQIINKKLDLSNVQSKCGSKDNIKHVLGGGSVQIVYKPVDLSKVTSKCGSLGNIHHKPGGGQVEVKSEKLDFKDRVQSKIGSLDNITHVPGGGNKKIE
#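 K18 P301L tau (15 uM + 0.24 uM Alexa 594-tagged), heparin 20 uM, NaOAc pH 7, 6 h 37 C; ThT 30 uM, 1 h RT, ex 450/em 510 nm.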
# Tau fibril FP: inhibitors of human tau fibril formation; Potency, µM (top dose mostly 57.7 µM), for the others: top-dose activity, negative = inhibition, usual class: inhibitors; K18 P301L tau heparin fibrillization, Alexa594 FP, 6 h; 0.39% of 280,000 active; P10636; AID 1468; further: nearly all actives have a fitted effect of over 55% in size
#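 Quantitative HTS format: compounds meet 15 uM recombinant K18 P301L tau and Alexa 594-tau tracer in 100 mM sodium acetate pH 7; 20 uM heparin triggers fibrillization at 37 C over 6 hr; FP gives the signal.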
# TexasRed fluor: alters Texas Red total fluorescence, flagging assay interference; 0.29% of 280,000 active; TRb/SRC2 Texas Red total fluorescence interference; Potency, µM (top dose mostly 106 µM), for the others: at the top dose fluorescence change, negative = quenching; active means well fitted curve in either direction with a large enough effect; inconclusive means small, poorly fitted or top-dose-only effect
#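 Flags fluorescent or light-absorbing compounds by total fluorescence, S + 2P, at 555 nm excitation and 632 nm emission. Mixture: 20 nM Texas Red SRC2 peptide, 0.6 uM human TRb LBD, 1 uM T3, 5% DMSO; compound exposure 5 h at ambient temperature.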
# * marks the source's active call; other numbers are inactive results; u = inconclusive; x = not tested or not shown; [ ] = another dose, or the depositor's remark. Unless noted, the call rests on the fitted dose curve; in most records, active means well fitted curve in the direction sought with a large enough effect; inconclusive means small, poorly fitted or top-dose-only effect, or another doubt; inactive means no such curve, though single readings can be large; an effect the other way counts as inactive or inconclusive. Unless noted, on the % scale 0 is the no-effect control and ±100 the full control effect; potency means the concentration at half of the fitted maximal effect.
SMILES,aGal spleen mod,L3MBTL1 inh,TRb-SRC2 inh,Tau fluor counter,ALDH1A1 inh,Tau fibril ThT,Tau fibril FP,TexasRed fluor
COc1ccc(-c2coc3c2c(C)cc2oc(=O)c(C)c(C)c23)cc1,x,x,-5%,-15%,x,u,-3%,-10%
N#CC1(NC(=O)CN2CCN(S(=O)(=O)c3ccccc3F)CC2)CCCC1,3%,0%,7%,-13%,x,-8%,-5%,-1%
COc1cccc(/C=C/c2ccncc2)c1OC,-10%,6%,-8%,-9%,-11%,u,-7%,0%
CC1CCCCN1c1cc2c(cc1F)c(=O)c(S(=O)(=O)c1ccccc1)cn2Cc1ccccc1 (stereo unspecified),x,x,-24%,4%,x,-2%,-3%,u
COC(=O)C1=C(C)NC(C)=C(C(=O)OC)C1/C=C/c1ccccc1,-2%,16%,0%,u,-2%,-9%,3%,-3%
Cc1onc(-c2ccccc2)c1C(=O)Nc1sc2c(c1C(N)=O)CCC2,-9%,u,-2%,u,u,u,u,4%
Cc1ccccc1CS(=O)(=O)Cc1ccc(C(=O)NCCc2ccccc2)o1,x,x,-1%,-5%,x,2%,-1%,-3%
C/C(=N\OCc1ccccc1)c1c(O)cc(C(C)C)n(-c2ccccc2)c1=O,-2%,-8%,3%,8%,7%,-2%,6%,0%
Cc1occc1C(=O)NC(C)C1CCCO1 (stereo unspecified),2%,5%,-11%,-4%,2%,-12%,-6%,-2%
Cc1ccc2c(c1)c1c(c(=O)n(-c3cccc(Cl)c3)c(=O)n1CC(=O)c1ccc(Cl)cc1)n2C,x,x,-4%,-11%,x,-2%,-4%,-2%
CC1CCCC(C)N1CC(C)(C)NS(=O)(=O)c1ccc(Cl)cc1 (stereo unspecified),-3%,x,0%,-5%,-2%,-8%,3%,0%
O=C1CCCc2nc3c(cc21)C(O)Oc1c-3ccc2ccccc12 (stereo unspecified),-3%,34%[activator],-3%,2%,0%,-1%,4%,1%
COc1ccc(-c2cc(C(C)=O)c(C)n2CCC(=O)Nc2cc(Cl)ccc2C)cc1,x,x,-5%,-19%,x,-7%,1%,-38%
C/C(=N/NC(=O)c1sc(NS(=O)(=O)c2ccccc2)nc1C)c1ccccc1,0%,11%,4%,-10%,u,-15%,3%,-6%
CCc1ccc(NC(=O)CC2C(=O)NCCN2C(=O)c2ccccc2OC)cc1 (stereo unspecified),x,x,-13%,-24%,x,-18%,-4%,8.9µM*[quencher]
COc1ccc2[nH]c(C)c(CCNS(=O)(=O)c3cc(F)ccc3OC)c2c1,x,x,-3%,u,x,-17%,8%,4%
Cc1ccc(C=Nc2cccnc2N)cc1,-1%,-5%,5%,0%,u,-4%,-1%,4%
Cc1ccc(CN2CCN(CCCn3cccn3)CC2CCO)cc1 (stereo unspecified),-2%,8%,3%,0%,2%,3%,-1%,2%
COc1ccccc1C1CC(=O)Oc2cc(C)c(Cl)cc21 (stereo unspecified),4%[119 µM],u,9%,-22%[81.3 µM],-3%,u,0%[81.3 µM],4%
O=C(O)COCC(=O)Nc1ccc(Oc2ncnc3cc(Cl)ccc23)nc1,-2%,4%,0%,5%,x,0%,6%,-6%
COc1ccc(OCC(O)CN2CCN(c3ccccc3)CC2)cc1 (stereo unspecified),-4%,35%[activator],-4%[53 µM],-2%,-6%,3%,7%,1%[53 µM]
COc1ccc(CC(=O)Nc2ccc3c(C)cc(=O)oc3c2)cc1OC,15%,-3%,-3%[53 µM],9%,u,11%,1%,-2%[53 µM]
CC1CCCCN1C(=O)Cc1ccc(Cl)cc1 (stereo unspecified),5%,0%,3%,0%,3%,-1%,-7%,-1%
CCCn1c2ccccc2c2cnn(CC(=O)Nc3ccc(C)cc3Br)c(=O)c21,x,x,-1%,-8%,x,0%,-12%,3%
CCOCCCNC(=O)CN1C(=O)COc2ccc(S(=O)(=O)N3CCCCCC3)cc21,x,x,0%,-9%,x,-4%,0%,1%
O=S(=O)(NCC(O)COCc1ccco1)c1cccs1 (stereo unspecified),4%,u,1%,4%,7.9µM*,-15%,-15%,-1%
COc1ccc(CCN(CC(=O)NC(C)(C)C)C(=O)Cn2nnc(-c3ccc(C)o3)n2)cc1OC,1%,8%,-2%,0%,2%,-2%,6%,0%
COC(=O)CSc1nnc(CNC(=O)c2ccco2)n1-c1ccc(F)cc1,6%,7%,1%,-13%,-15%,-10%,u,-3%
Cc1nc2ccc(NC(=S)N3CCN(c4ccccn4)CC3)cc2nc1C,0%,8%,-15%,-4%,u,-18%,2%,-2%
Nc1nnc(CSCc2ccccc2)s1,-8%,-2%,3%,3%,5%,1%,4%,-2%
O=C(NCCC1=CCCCC1)c1ccc2c(c1)N(Cc1cccc(Cl)c1)C(=O)c1ccccc1S2(=O)=O,x,x,0%,-16%,x,1%,-18%,2%
CCNc1c([N+](=O)[O-])c(=O)n(CC)c2ccccc12,-1%,3%,1%,0%,x,-8%,9%,1%
Cc1ccc2occ(CC(=O)N(Cc3ccc(Cl)cc3)C3CCS(=O)(=O)C3)c2c1 (stereo unspecified),x,x,3%,-13%,x,2%,-6%,-10%
Cc1nnc2c(N3CCN(c4ccccc4F)CC3)nc3ccccc3n12,x,x,-9%,-23%,x,0%,u,u
CC(C)NCCOCCSc1ccc(Cl)cc1,-10%,-1%,1%,6%,0%,5%,-2%,0%
CCOCCn1c(SCC)nc2c1c(=O)[nH]c(=O)n2C,-6%,24%,0%,-8%,-2%,0%,2%,-6%
COc1cc(Cl)c(C)cc1NC(=O)CSc1nc2ccccc2o1,4%,-1%,9%,-16%,u,-9%,-9%,2%
Nc1nc(NCCCN2CCOCC2)nc(Nc2ccccc2)c1[N+](=O)[O-],0%,-6%,4%,-13%,1%,-3%,-5%,-6%
COc1cccc(OC)c1C(=O)Nc1nnc(-c2cccs2)s1,5%,-7%,1%,-8%,7.9µM*,u,0%,-1%
CC(C)CCn1c(SCC(N)=O)nc2c1c(=O)n(C)c(=O)n2C,0%,x,-14%,-1%,u,1%,3%,2%
CNCC(O)Cn1c2c(c3ccccc31)CCCC2 (stereo unspecified),1%,-4%,5%,-13%,u,-11%,9%,1%
CCOc1ccc(C(=O)Nc2ccc3c(c2)OCCO3)cc1Br,x,x,9%,16µM*[quencher],x,u,3%,-21%
N[C@@H](C(=O)O)c1ccc(P(=O)(O)O)cc1,-1%,x,-10%,-12%,-6%,u,-12%,-1%
Cc1ccc(-c2noc(CCCC(=O)NCc3ccco3)n2)cc1,x,x,8%,1%,x,6%,3%,7%
CCC(C)(C)n1nnnc1C(c1ccc2ncccc2c1)N1CCCC(C)C1 (stereo unspecified),0%,2%,1%,-2%,-1%,-4%,-3%,-7%
COc1cc(NS(=O)(=O)c2ccc(NC(C)=O)cc2)cc(OC)c1,0%,x,-18%,-2%,1%,-4%,4%,-1%
COC(=O)C1=C(C)Nc2nc(-c3ccccc3)nn2C1c1ccc(C)o1 (stereo unspecified),-2%,0%,-2%,-23%,5%,-9%,-10%,-4%
Cc1ccc(N2CC(C(=O)Nc3cccnc3)CC2=O)cc1 (stereo unspecified),-1%,x,4%,-8%,1%,-7%,-7%,-2%

# A second format for part of the listing above:
mol	aGal spleen mod	L3MBTL1 inh	TRb-SRC2 inh	Tau fluor counter	ALDH1A1 inh	Tau fibril ThT	Tau fibril FP	TexasRed fluor
COc1cccc(OC)c1C(=O)Nc1nnc(-c2cccs2)s1	5%	-7%	1%	-8%	7.9µM*	u	0%	-1%
CC(C)CCn1c(SCC(N)=O)nc2c1c(=O)n(C)c(=O)n2C	0%	x	-14%	-1%	u	1%	3%	2%
CNCC(O)Cn1c2c(c3ccccc31)CCCC2 (stereo unspecified)	1%	-4%	5%	-13%	u	-11%	9%	1%
CCOc1ccc(C(=O)Nc2ccc3c(c2)OCCO3)cc1Br	x	x	9%	16µM*[quencher]	x	u	3%	-21%
N[C@@H](C(=O)O)c1ccc(P(=O)(O)O)cc1	-1%	x	-10%	-12%	-6%	u	-12%	-1%
Cc1ccc(-c2noc(CCCC(=O)NCc3ccco3)n2)cc1	x	x	8%	1%	x	6%	3%	7%
CCC(C)(C)n1nnnc1C(c1ccc2ncccc2c1)N1CCCC(C)C1 (stereo unspecified)	0%	2%	1%	-2%	-1%	-4%	-3%	-7%
COc1cc(NS(=O)(=O)c2ccc(NC(C)=O)cc2)cc(OC)c1	0%	x	-18%	-2%	1%	-4%	4%	-1%
COC(=O)C1=C(C)Nc2nc(-c3ccccc3)nn2C1c1ccc(C)o1 (stereo unspecified)	-2%	0%	-2%	-23%	5%	-9%	-10%	-4%
Cc1ccc(N2CC(C(=O)Nc3cccnc3)CC2=O)cc1 (stereo unspecified)	-1%	x	4%	-8%	1%	-7%	-7%	-2%

# The listing continues:
SMILES,aGal spleen mod,L3MBTL1 inh,TRb-SRC2 inh,Tau fluor counter,ALDH1A1 inh,Tau fibril ThT,Tau fibril FP,TexasRed fluor
O=C1CN(c2ccccc2Cl)C(=O)CN1c1ccccc1Cl,-4%,7%,3%,-2%,4%,-6%,0%,2%
C=CCn1c(C)cc(C(=O)CSc2nnc3c(Cl)cc(Cl)cn23)c1C,0%,x,1%,-9%,-2%,-14%,6%,-1%
COc1ccc(C)cc1S(=O)(=O)Nc1ccc2c(c1)OCO2,2%,1%,1%,-7%,-10%,1%,3%,0%
Cc1nc2c(C#N)c[nH]n2c(=O)c1CCO,-1%,x,-4%,-1%,x,-4%,1%,0%
Cc1ccc(C(=O)N2c3ccc(F)cc3CCC2C)o1 (stereo unspecified),4%,1%,4%,-2%,u,1%,-1%,-3%

# High-throughput results deposited in PubChem by National Center for Advancing Translational Sciences (NCATS).
